Scp1 inh – Scp-1 (human) phosphatase inhibition | Q9GZU7 | Recombinant Scp1, phosphopeptide, malachite green phosphate absorbance | inhibition, % at 20 µM | 340,000 tested, 0.88% active | AID 493091;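 active = inhibition above about 50% at 20 µM, limit read from the data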;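 also: plate controls were DMSO wells with enzyme for no effect and wells lacking enzyme for full effect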
Target sequence (Q9GZU7 76-261 limits assumed): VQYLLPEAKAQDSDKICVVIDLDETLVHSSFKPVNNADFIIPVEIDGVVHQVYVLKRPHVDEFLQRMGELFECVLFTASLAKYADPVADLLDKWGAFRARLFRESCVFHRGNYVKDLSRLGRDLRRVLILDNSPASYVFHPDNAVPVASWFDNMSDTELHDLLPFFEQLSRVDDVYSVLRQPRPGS
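Test system: SCP-1 phosphatase catalytic domain, residues 76-261; measured by: colorimetric phosphate reagent with accelerator and stabiliser, absorbance at 630 nm; timing: enzyme reaction 45 min at room temperature, colour 5 min, stabilisation 30 min; also added: Phosphorylated 17-residue peptide substrate; compound dosing: one concentration, 20 µM, with 1.0% DMSO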
DNMT1 inh – DNMT1 (human) enzyme inhibition; 360,000 tested, 0.83% active; DNMT1 molecular beacon, Hinp1I cleavage, fluorescence; inhibition (reported as % activation of signal), % at 10 µM; P26358; in the data active = inhibition above about 50%
LMPTP block – LMPTP (human) inhibition | recombinant LMPTP-A, OMFP fluorogenic substrate, fluorescence intensity | P24666 | 360,000 tested, 0.22% active | inhibition, % at 20 µM | AID 651560;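 active = compounds that cut the enzyme signal by at least half of the control window in the single-dose screen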;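 also: plate controls were DMSO wells with enzyme plus substrate for no effect and substrate without enzyme for full effect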
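Test system – LMPTP-A phosphatase enzyme · Quantity – 0.625 nM LMPTP-A final · Reagent – OMFP substrate, 400 µM final · Dosing – one test concentration per compound, 20 µM, with 3% DMSO overall · Timing – 50 min enzyme reaction at room temperature, protected from light · Detection – fluorescence intensity · Controls – substrate-only low control, DMSO enzyme-plus-substrate high control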
CSN deneddyl inh – blocks human CSN-mediated cullin deneddylation. Purified CSN, SCF-Nedd8-OG deneddylation, fluorescence polarization. inhibition, % at 12.5 µM. 360,000 tested, 0.38% active. AID 651999;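 active = pattern-corrected inhibition above about 35%, with an unprinted fluorescence ratio check between 0.5 and 1.5, limit read from the data, passing the limit was not always enough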;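 also: 0% = enzyme with substrate and 100% = substrate without enzyme; some results filed as inactive read as strong as hits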
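Material: purified human Csn5 enzyme expressed in HEK293T cells / Medium: Tris buffer pH 7.5, NaCl, DTT, Tween-20, trehalose, ovalbumin / Compound dosing: 12.5 µM single point / Schedule: 90 min incubation of compound, enzyme and substrate at room temperature / Signal: fluorescence polarization of the substrate / Control set: no-enzyme wells high, enzyme-with-substrate wells low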
SUMO1 PPI mod – SUMO1-SIM interaction modulation; P63165; SUMO1 binding to a labelled peptide, TR-FRET, 1 h; inhibition, % at 20 µM; 360,000 tested, 0.33% active; AID 602429; in the data active = inhibition above about 37%
NadD block – NadD (S. aureus) enzyme inhibition. purified NadD enzyme, colorimetric absorbance read-out. AID 602399. 360,000 tested, 0.78% active. inhibition, % at 20 µM; in the data active = inhibition above about 26%; also: some compounds past the cut are filed as inactive
TbMetRS inhib – blocks T. brucei methionyl-tRNA synthetase activity; purified T. brucei MetRS, ATP depletion, Kinase-Glo luminescence; inhibition, % at 11.9 µM; 360,000 tested, 0.4% active; AID 624268;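 active = inhibition above a per-plate cutoff of the control wells' mean inhibition plus 3 SD, cut at about 5.5% in these data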;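 also: 0% = DMSO wells median and 100% = median of wells with control inhibitor compound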
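Material: T. brucei methionyl-tRNA synthetase, purified; reagent: substrates ATP, L-methionine and bulk Escherichia coli tRNA; dosing: 11.9 µM single point; timing: 15 min plus 2 h at 25 °C; detection: luminescence of leftover ATP; evaluation: % inhibition; control set: DMSO-only wells as low control; replicates: singlicate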
STEP inh – blocks human striatal-enriched tyrosine phosphatase; P54829; recombinant STEP, OMFP fluorogenic substrate, fluorescence; inhibition, % at 20 µM; 360,000 tested, 0.25% active; AID 588621;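 active = inhibition at 20 µM, scaled per plate between control wells, above about 37%, limit read from the data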;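 also: 0% = DMSO with enzyme and substrate and 100% = substrate only without enzyme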
Target sequence (P54829 whole entry, looked up): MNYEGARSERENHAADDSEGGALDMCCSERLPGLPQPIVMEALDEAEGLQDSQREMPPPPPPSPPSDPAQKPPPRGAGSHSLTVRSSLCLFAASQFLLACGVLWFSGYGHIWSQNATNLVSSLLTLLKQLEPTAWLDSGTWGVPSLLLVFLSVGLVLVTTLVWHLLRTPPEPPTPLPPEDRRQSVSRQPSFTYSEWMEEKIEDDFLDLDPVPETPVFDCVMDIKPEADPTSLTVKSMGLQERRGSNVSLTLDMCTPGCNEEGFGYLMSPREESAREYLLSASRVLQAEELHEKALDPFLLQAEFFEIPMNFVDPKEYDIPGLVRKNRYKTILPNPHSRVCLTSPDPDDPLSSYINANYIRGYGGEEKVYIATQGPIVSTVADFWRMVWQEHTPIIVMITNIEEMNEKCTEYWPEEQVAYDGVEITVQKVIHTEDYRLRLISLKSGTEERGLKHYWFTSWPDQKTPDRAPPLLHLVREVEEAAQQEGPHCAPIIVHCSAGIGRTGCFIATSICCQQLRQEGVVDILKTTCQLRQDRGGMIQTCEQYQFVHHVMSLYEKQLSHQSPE
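material = STEP tyrosine phosphatase | reagent = fluorogenic phosphatase substrate OMFP at 25 µM final | doses = single compound dose of 20 µM, 1% DMSO final | schedule = 20 min reaction, room temperature, in the dark | measured by = fluorescence, 480/540 nm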
Rpn11 block – Rpn11 (human) deubiquitinase inhibition; human 26S proteasome, Ub4-pepOG fluorescence polarization; 20S core pre-blocked with epoxomicin; 360,000 tested, 0.59% active; calls only at 20 µM; O00487;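 active = inhibition at 20 µM, scaled to each plate's controls, above about 33%, limit read from the data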
Target sequence (O00487 whole entry, looked up): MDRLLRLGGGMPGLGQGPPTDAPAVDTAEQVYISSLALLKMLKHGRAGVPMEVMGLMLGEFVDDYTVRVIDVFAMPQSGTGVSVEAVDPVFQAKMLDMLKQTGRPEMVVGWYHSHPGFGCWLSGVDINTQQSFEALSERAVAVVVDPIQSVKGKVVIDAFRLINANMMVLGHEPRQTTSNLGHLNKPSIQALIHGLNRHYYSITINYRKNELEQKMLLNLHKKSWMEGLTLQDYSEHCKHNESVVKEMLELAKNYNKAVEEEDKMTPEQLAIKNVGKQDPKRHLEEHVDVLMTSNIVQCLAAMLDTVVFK
MsrA inh – inhibits bovine methionine sulfoxide reductase A. purified bovine MsrA, absorbance read-out. inhibition, % at 15.5 µM. 360,000 tested, 0.75% active. AID 651718; in the data active = inhibition above about 4.5%;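 also: 0% = vehicle wells with enzyme and 100% = reference inhibitor wells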
An asterisk follows results filed as active. The order is random (roughly 3.9% active in at least one column).

O=S(=O)(c1cccc2ccccc12)N1CCC2CC1c1cc(Cl)ccc12 (centres undefined) was read as Scp1 inh -16.6, DNMT1 inh 1.5, LMPTP block 3.2, CSN deneddyl inh -2.7, SUMO1 PPI mod 4.4, NadD block 2.6, TbMetRS inhib 0.5, STEP inh 2.3, Rpn11 block inactive and MsrA inh 1.3.
For CC(C)(C)N1C(=O)c2ccccc2NC(=O)N1Cc1ccccc1 the results were Scp1 inh -2.6, DNMT1 inh 1.4, LMPTP block 0.1, CSN deneddyl inh -1.3, SUMO1 PPI mod 4.2, NadD block 0.4, TbMetRS inhib 0.1, STEP inh 1.8, Rpn11 block inactive and MsrA inh -0.6.
O=C(CCN1CCOCC1)Nc1c(-c2ccccc2)c2cc(Br)ccc2[nH]c1=O was read as Scp1 inh 0.8, DNMT1 inh 0.7, LMPTP block -1.1, CSN deneddyl inh -5.6, SUMO1 PPI mod -0.1, NadD block 0.7, TbMetRS inhib 0.1, STEP inh 2.7, Rpn11 block inactive and MsrA inh 1.1.
`Cn1c(SC2=CS(=O)(=O)c3ccccc32)nc2ccccc21` gave Scp1 inh -1.8, DNMT1 inh 13.1, LMPTP block -0.3, CSN deneddyl inh 2.3, SUMO1 PPI mod 5.1, NadD block 6.3, TbMetRS inhib -1.0, STEP inh -2.5, Rpn11 block inactive and MsrA inh 0.2.
For Cc1ccc(N2C(=O)c3ccccc3C(C)(C)C2=O)cc1 the results were Scp1 inh -5.2, DNMT1 inh -5.7, LMPTP block -2.3, CSN deneddyl inh -1.0, SUMO1 PPI mod 2.1, NadD block -3.4, TbMetRS inhib 0.3, STEP inh -3.8, Rpn11 block inactive and MsrA inh -0.6.
O=C(COc1ccc(Cl)cc1)NCCNC(=O)c1ccccn1 was read as Scp1 inh -5.3, DNMT1 inh 0.4, LMPTP block -0.5, CSN deneddyl inh 0.8, SUMO1 PPI mod 0.8, NadD block -0.4, TbMetRS inhib -0.3, STEP inh 0.6, Rpn11 block inactive and MsrA inh 0.0.
Screening O=C(CCSc1ccccc1)Nc1nc2c(s1)CCCC2 returned Scp1 inh -6.5, DNMT1 inh -2.0, LMPTP block 1.2, CSN deneddyl inh 1.0, SUMO1 PPI mod 6.5, NadD block -8.4, TbMetRS inhib -0.8, STEP inh -1.4, Rpn11 block inactive and MsrA inh 0.3.
CS(=O)(=O)n1nc(OC(=O)c2cccc3ccccc23)cc1N was read as Scp1 inh -10.0, DNMT1 inh -4.4, LMPTP block -0.5, CSN deneddyl inh 2.5, SUMO1 PPI mod -10.5, NadD block -4.1, TbMetRS inhib -1.3, STEP inh -1.5, Rpn11 block inactive and MsrA inh -1.4.
Screening C/C(=N/NC(=O)c1cc2ccccc2cc1O)C1C(=O)c2ccccc2C1=O returned Scp1 inh 20.8, DNMT1 inh -23.6, LMPTP block 66.1*, CSN deneddyl inh 8.9, SUMO1 PPI mod 29.5, NadD block 27.2, TbMetRS inhib 0.5, STEP inh -1.5, Rpn11 block inactive and MsrA inh 1.9.
`CCc1nnc(NC(=O)CSc2nc(-c3ccc(OC)cc3)ns2)s1` gave Scp1 inh -2.2, DNMT1 inh 4.3, LMPTP block -0.6, CSN deneddyl inh 0.0, SUMO1 PPI mod 3.3, NadD block 2.7, TbMetRS inhib -0.2, STEP inh -1.2, Rpn11 block inactive and MsrA inh -0.8.
`CC(C)(C)c1ccc(S(=O)(=O)N2CCC(NC(=O)c3ccco3)CC2)cc1` gave Scp1 inh -2.3, DNMT1 inh -2.3, LMPTP block -0.8, CSN deneddyl inh 5.3, SUMO1 PPI mod -0.1, NadD block -13.7, TbMetRS inhib 0.6, STEP inh -2.9, Rpn11 block inactive and MsrA inh 0.4.
Cc1oc2c(c1C(=O)NCCCC(=O)O)CCCC2 was read as Scp1 inh 6.7, DNMT1 inh 1.6, LMPTP block -1.2, CSN deneddyl inh 0.3, SUMO1 PPI mod 1.7, NadD block 1.1, TbMetRS inhib 0.1, STEP inh -1.5, Rpn11 block inactive and MsrA inh -1.1.
c1ccc2cc3[nH]c(CN4CCCCC4)nc3cc2c1 was read as Scp1 inh -4.8, DNMT1 inh 83.2*, LMPTP block -0.2, CSN deneddyl inh -3.1, SUMO1 PPI mod -19.7, NadD block 0.2, TbMetRS inhib 7.3*, STEP inh 0.3, Rpn11 block inactive and MsrA inh 1.1.
`COc1ccc(CCNc2oc(-c3ccccc3OC)nc2C#N)cc1` gave Scp1 inh 10.8, DNMT1 inh -3.8, LMPTP block 1.3, CSN deneddyl inh 3.5, SUMO1 PPI mod 4.2, NadD block -13.3, TbMetRS inhib -0.2, STEP inh 0.3, Rpn11 block inactive and MsrA inh 1.0.
For NC(=S)Nc1ncc(CCN2CCOCC2)c(-c2ccc(F)cc2)n1 the results were Scp1 inh 4.1, DNMT1 inh 0.8, LMPTP block -0.3, CSN deneddyl inh -7.8, SUMO1 PPI mod -1.1, NadD block -3.3, TbMetRS inhib -1.0, STEP inh -0.6, Rpn11 block inactive and MsrA inh 1.7.
`O=C(Nc1nnc(C2CC2)o1)c1ccc(S(=O)(=O)N2CCc3ccccc3C2)cc1` gave Scp1 inh -4.7, DNMT1 inh -2.3, LMPTP block -3.8, CSN deneddyl inh 3.5, SUMO1 PPI mod 3.7, NadD block 15.7, TbMetRS inhib 0.0, STEP inh 2.6, Rpn11 block inactive and MsrA inh -0.5.
ClCc1nc2ccccc2n1Cc1ccccc1 was read as Scp1 inh -4.7, DNMT1 inh 8.4, LMPTP block -1.0, CSN deneddyl inh -17.8, SUMO1 PPI mod 1.3, NadD block -3.2, TbMetRS inhib 0.1, STEP inh 1.4, Rpn11 block inactive and MsrA inh 1.0.
O=C(CCCC(=O)OCC(=O)c1ccc(F)cc1)Nc1cc(C(F)(F)F)ccc1Cl was read as Scp1 inh -9.2, DNMT1 inh -4.8, LMPTP block 1.1, CSN deneddyl inh 1.3, SUMO1 PPI mod -0.2, NadD block -4.0, TbMetRS inhib 0.3, STEP inh 1.3, Rpn11 block inactive and MsrA inh -0.7.
Screening Cc1ccc(NC(=O)CN2C(=O)C3C4C=CC(C4)C3C2=O)cc1S(=O)(=O)N(C)C (centres undefined) returned Scp1 inh -6.8, DNMT1 inh -5.2, LMPTP block -0.3, CSN deneddyl inh -6.6, SUMO1 PPI mod -0.5, NadD block -3.4, TbMetRS inhib -0.4, STEP inh 0.6, Rpn11 block inactive and MsrA inh 0.9.
Screening COc1cc(C2Nc3ccccc3C(=O)N2c2ccccc2)c(Br)cc1OCC(=O)O (centres undefined) returned Scp1 inh -2.3, DNMT1 inh 0.8, LMPTP block -1.6, CSN deneddyl inh -18.9, SUMO1 PPI mod 1.1, NadD block -0.3, TbMetRS inhib -0.6, STEP inh 3.4, Rpn11 block inactive and MsrA inh 0.3.

Two successive entries already listed:
Screening Cc1ccc(NC(=O)CN2C(=O)C3C4C=CC(C4)C3C2=O)cc1S(=O)(=O)N(C)C (centres undefined) returned Scp1 inh -6.8, DNMT1 inh -5.2, LMPTP block -0.3, CSN deneddyl inh -6.6, SUMO1 PPI mod -0.5, NadD block -3.4, TbMetRS inhib -0.4, STEP inh 0.6, Rpn11 block inactive and MsrA inh 0.9.
Screening COc1cc(C2Nc3ccccc3C(=O)N2c2ccccc2)c(Br)cc1OCC(=O)O (centres undefined) returned Scp1 inh -2.3, DNMT1 inh 0.8, LMPTP block -1.6, CSN deneddyl inh -18.9, SUMO1 PPI mod 1.1, NadD block -0.3, TbMetRS inhib -0.6, STEP inh 3.4, Rpn11 block inactive and MsrA inh 0.3.

Next part.
For Cc1ccc(-n2c(SCC(=O)Nc3ccc4c5c(cccc35)CC4)nc(O)c(C)c2=O)cc1 the results were Scp1 inh -12.3, DNMT1 inh -1.6, LMPTP block 0.8, CSN deneddyl inh -5.7, SUMO1 PPI mod 14.9, NadD block 6.9, TbMetRS inhib 0.3, STEP inh 1.6, Rpn11 block inactive and MsrA inh 0.4.
Screening CCN(CC)S(=O)(=O)c1ccc(N2CCN(c3cccc(OC)c3)CC2)c([N+](=O)[O-])c1 returned Scp1 inh 6.6, DNMT1 inh -6.1, LMPTP block 3.6, CSN deneddyl inh -16.5, SUMO1 PPI mod -11.5, NadD block 4.4, TbMetRS inhib -0.1, STEP inh 1.1, Rpn11 block inactive and MsrA inh -0.5.
Screening CCCCCCC(=O)N1CCN(c2cc3c(cc2F)c(=O)c(C(=O)O)cn3CC)CC1 returned Scp1 inh -5.7, DNMT1 inh 2.6, LMPTP block 7.0, CSN deneddyl inh -6.9, SUMO1 PPI mod -1.4, NadD block 5.3, TbMetRS inhib 0.0, STEP inh 4.6, Rpn11 block inactive and MsrA inh -0.6.
`COCCNc1nnc(SCC(=O)c2c[nH]c3ccccc23)s1` gave Scp1 inh -2.7, DNMT1 inh -24.4, LMPTP block -0.6, CSN deneddyl inh -4.0, SUMO1 PPI mod 3.0, NadD block 1.9, TbMetRS inhib 1.2, STEP inh 3.1, Rpn11 block inactive and MsrA inh 0.4.
Screening COc1ccc(-c2cc(C(=O)N3CCN(c4ccc(F)cc4)CC3)no2)cc1OC returned Scp1 inh -5.3, DNMT1 inh -0.3, LMPTP block 2.7, CSN deneddyl inh 1.7, SUMO1 PPI mod -2.4, NadD block -9.7, TbMetRS inhib -0.9, STEP inh 3.1, Rpn11 block inactive and MsrA inh -0.2.
`CC1CCc2sc(NC(=O)c3ccc(N4C(=O)CCC4=O)cc3)c(C(N)=O)c2C1` (centres undefined) gave Scp1 inh 4.0, DNMT1 inh -4.3, LMPTP block 0.9, CSN deneddyl inh -0.5, SUMO1 PPI mod -10.7, NadD block -9.4, TbMetRS inhib -0.1, STEP inh 0.2, Rpn11 block inactive and MsrA inh -0.2.
Cc1ccc(C(O)CCc2ccc(N)cc2)cc1 (centres undefined) was read as Scp1 inh -12.3, DNMT1 inh -2.1, LMPTP block -0.7, CSN deneddyl inh 2.7, SUMO1 PPI mod -0.6, NadD block 1.3, TbMetRS inhib -0.9, STEP inh 0.1, Rpn11 block inactive and MsrA inh 0.2.
`CC(=O)Nc1ccc(OC(=O)c2c(-c3ccccc3Cl)noc2C)cc1` gave Scp1 inh -7.1, DNMT1 inh -4.2, LMPTP block -1.1, CSN deneddyl inh -4.3, SUMO1 PPI mod 37.1*, NadD block -1.8, TbMetRS inhib -0.3, STEP inh -1.1, Rpn11 block inactive and MsrA inh 0.0.
CCc1cccc(N(C(=O)c2csnn2)C(C(=O)NC2CCCCC2)c2cccnc2)c1 (centres undefined) was read as Scp1 inh -3.0, DNMT1 inh 0.9, LMPTP block -0.7, CSN deneddyl inh 4.4, SUMO1 PPI mod -3.2, NadD block 0.8, TbMetRS inhib -0.2, STEP inh -1.4, Rpn11 block inactive and MsrA inh -0.9.
